MLL CXXC-DNA inh: MLL CXXC-DNA interaction inhibition | Q03164 | MLL-CXXC / FITC-HOXA9 DNA fluorescence polarization | Potency, µM (series often up to 115 µM), for the others: at the top dose activity change, negative = inhibition, usual class: inhibitors | 0.037% of 290,000 active | AID 2662; active means well fitted inhibition curve with a large enough effect in the polarisation, with a control signal flat, not every such curve was filed as active; inconclusive means small, poorly fitted or top-dose-only effect, or effect the other way, or a change in a side signal; inactive means no such curve, though single readings can be large or run the other way; the % refers to the polarisation
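Steps: dispense CXXC domain solution (7 uM) → pin compounds or unlabeled HOX-A9 DNA control → 5 min ambient → add FLSN-HOX-A9 solution (50 nM) → spin → 30 min ambient → fluorescence polarization. Tris pH 7.5/NaCl/DTT/BSA buffer.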
Rab9 promoter act: activators of Rab9 promoter. 2.8% of 320,000 active. Huh7 Rab9 promoter-luciferase reporter, luminescence, 24 h. AID 485297. Potency, µM (top dose mostly 9.22 µM), for inactives: at the top dose activation, negative = inhibition, actives largely listed as activators; further: % of control where 0% means no effect; nearly all actives have a fitted effect of over 60% in size
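Luminescence from Amplite-detected luciferase (10 minutes, ambient) reports Rab9 promoter activation. Before that, stable Rab9-luciferase Huh7 cells (1500/well, reduced-serum OP-MEM I plus 10% FBS) were exposed to compound for 24 hours at 37C.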
ELG1 genotox: induces genotoxicity in HEK293T cells with luciferase-tagged ELG1; HEK293T ELG1-luciferase reporter, luminescence, 16 h; Potency, µM (top dose mostly 46 µM), inactives show at the highest dose activity change, positive = activation, actives largely listed as activators; 1.3% of 330,000 active; AID 504466; further: % of control where 0% means no effect; nearly all actives have a fitted effect of over 60% in size
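Screening used a luciferase reporter fused to human ELG1 in HEK293T cells. Luminescence was read on a CCD plate imager after 16 hr exposure and 30 min ONE-Glo incubation.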
RORg inh: inhibitors of mouse ROR gamma transcriptional activity; P51450; Drosophila S2 Gal4-RORgamma UAS-luciferase reporter, 20 h; Potency, µM (titrated, usually from 53.6 µM), for inactives: top-dose activity change, negative = inhibition, most hits filed as inhibitors; 5.4% of 310,000 active; AID 2551; further: on the % scale 0 is the no-effect control and ±100 the full control effect; nearly all actives have a fitted effect of over 60% in size
Target sequence (P51450 whole entry, looked up, the tested form may be a part): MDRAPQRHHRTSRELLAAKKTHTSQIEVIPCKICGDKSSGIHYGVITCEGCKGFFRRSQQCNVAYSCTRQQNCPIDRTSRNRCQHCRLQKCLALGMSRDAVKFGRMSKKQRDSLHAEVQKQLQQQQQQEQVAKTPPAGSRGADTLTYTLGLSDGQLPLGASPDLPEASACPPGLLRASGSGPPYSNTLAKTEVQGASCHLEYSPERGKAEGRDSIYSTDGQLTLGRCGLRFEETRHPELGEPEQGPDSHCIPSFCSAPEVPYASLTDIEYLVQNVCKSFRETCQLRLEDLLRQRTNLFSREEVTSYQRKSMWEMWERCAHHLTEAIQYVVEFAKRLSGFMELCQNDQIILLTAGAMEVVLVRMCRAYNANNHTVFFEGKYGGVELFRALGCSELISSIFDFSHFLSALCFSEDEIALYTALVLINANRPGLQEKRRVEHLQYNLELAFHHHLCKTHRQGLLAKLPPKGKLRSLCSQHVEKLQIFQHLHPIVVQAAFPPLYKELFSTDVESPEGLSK
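Luciferase reporter read in Schneider cells carrying Gal4-RORγ (mouse) and UAS-Photinus luciferase; cells given compound 1 h before 700 uM copper sulfate induction, then incubated 20 h at ambient temperature.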
MBNL1 CUG block: inhibitors of human MBNL1 binding to CUG repeat RNA. 0.036% of 280,000 active. TR-FRET MBNL1-His/biotin-(CUG)12 binding, 665/545 ratio. Potency, µM (top dose mostly 57.5 µM), without a hit: top-dose activity change, negative = inhibition, usual class: inhibitors. Q9NR56; active means well fitted inhibition curve with a large enough effect in the signal ratio, with a control signal flat, not every such curve was filed as active; inconclusive means small, poorly fitted or top-dose-only effect, or effect the other way, or a change in a side signal; inactive means no such curve, though single readings can be large or run the other way; the % refers to the signal ratio; further: on the % scale 0 is the no-effect control and ±100 the full control effect
Target sequence (Q9NR56 whole entry, looked up): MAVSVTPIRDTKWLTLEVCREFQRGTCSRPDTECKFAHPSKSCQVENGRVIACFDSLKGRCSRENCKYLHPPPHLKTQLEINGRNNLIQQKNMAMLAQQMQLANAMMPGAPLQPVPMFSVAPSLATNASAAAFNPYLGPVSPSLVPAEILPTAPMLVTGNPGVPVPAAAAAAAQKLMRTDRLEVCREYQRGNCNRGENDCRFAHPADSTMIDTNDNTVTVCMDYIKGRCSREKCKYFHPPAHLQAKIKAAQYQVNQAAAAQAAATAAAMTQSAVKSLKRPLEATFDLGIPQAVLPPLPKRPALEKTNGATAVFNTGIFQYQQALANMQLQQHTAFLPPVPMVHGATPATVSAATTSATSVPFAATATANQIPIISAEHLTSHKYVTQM
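Inhibition of protein-RNA binding appears as loss of TR-FRET between terbium anti-His antibody on MBNL1-His and streptavidin-XL665 on biotin-(CUG)12. Activity is normalized to buffer-only and uninhibited-complex controls.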
uPA surface inh: blocks generation of uPA at the cell surface; cell surface uPA generation assay, qHTS; Potency, µM (doses to about 38.3 µM), without a hit: at the highest dose activity change, negative = inhibition, usual class: inhibitors; 0.31% of 330,000 active; active means well fitted inhibition curve with a large enough effect; inconclusive means small, poorly fitted or top-dose-only effect; inactive means no such curve, though single readings can be large or run the other way; tested in mouse RAW 264.7 cells; further: on the % scale 0 is the no-effect control and ±100 the full control effect; nearly all actives have a fitted effect of over 55% in size
BRCA1 expr act: increases BRCA1 expression; MCF7-BRCA1-FFLuc reporter, luminescence, 48 h; response scale: scaled: vehicle 0%, 10 µM genistein 100%; Potency, µM (doses to about 46.1 µM), without a hit: top-dose activation, usual class: activators; 1.1% of 380,000 active; AID 624202; further: nearly all actives have a fitted effect of over 80% in size; some results filed as inactive show a strong effect at the top dose
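Quantitative HTS in MCF7 cells stably reporting BRCA1 expression via firefly luciferase. Compound treatment lasts 48 h at 37 °C in phenol-red free MEM. Activation is expressed relative to genistein at 10 microM and DMSO.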
FLuc modulator: inhibits or activates purified firefly luciferase, miR-21 counter-screen; 6.9% of 360,000 active; P08659; purified FLuc, Km substrates, luminescence inhibition; AID 588342; Potency, µM (titrated, usually from 57.5 µM), for inactives: at the highest dose activity change, negative = inhibition, actives largely listed as inhibitors;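 further: plate controls were vehicle for no effect and reference inhibitor for full effect; nearly all actives have a fitted effect of over 55% in size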
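Purified P. pyralis luciferase, 10 nM final, with Km-level 10 uM D-luciferin and 10 uM ATP in 50 mM Tris acetate pH 7.5, 10 mM Mg acetate, 0.01% Tween-20, 0.05% BSA; 6-point qHTS titration about 60 µM downward; luminescence read.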
NPC1 promoter act: activators of NPC1 promoter; Potency, µM (titrated, usually from 9.22 µM), for inactives: at the highest dose activation, usual class: activators; 2.4% of 320,000 active; Huh7 NPC1 promoter luciferase reporter, 24 h; AID 485313;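 further: % of control where 0% means no effect; nearly all actives have a fitted effect of over 60% in size; reporter is driven by a mutant NPC1 promoter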
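In 1536-well qHTS, Huh7 cells harboring an NPC1 promoter–luciferase construct received compound for 24 h; activation was quantified by luminescence following luciferase reagent addition.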
VP16 counter: inhibits Gal4-VP16 luciferase reporter, ROR gamma counter-screen; Drosophila S2 Gal4-VP16 UAS-luciferase, luminescence, 20 h; Potency, µM (titrated, usually from 53.6 µM), for the others: at the highest dose activity, negative = inhibition, actives largely listed as inhibitors; 3.5% of 310,000 active;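 further: Gal4-VP16 expression switched on by copper sulfate through the metallothionein promoter; on the % scale 0 is the no-effect control and ±100 the full control effect; nearly all actives have a fitted effect of over 50% in size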
p53 reactivation: mutant p53 re-activation in reporter cells; H1299 p53-A138V BP100-luciferase reporter, luminescence, 24 h; 0.063% of 320,000 active; Potency, µM (highest dose often 92.2 µM), for inactives: at the highest dose activity change, positive = activation, most hits filed as activators; further: % of control where 0% means no effect; nearly all actives have a fitted effect of over 45% in size
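H1299 (p53-null), stable ts p53-A138V + BP100-Luc; 1000 cells/well, Opti-MEM/10% FBS; cpd 4 pt, 1:5; 24 h, 37 deg C, 5% CO2; detection reagent 10 min RT; luminescence.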
Numbers without * were called inactive; [ ] = another dose, or the depositor's remark. Unless noted, the call rests on the fitted dose curve; in most records, active means well fitted curve in the direction sought with a large enough effect; inconclusive means small, poorly fitted or top-dose-only effect, or another doubt; inactive means no such curve, though single readings can be large; an effect the other way counts as inactive or inconclusive. Potency means the concentration at half of the fitted maximal effect. These rows are one share of the data; the hit share may differ from the screen's.

Screening Cc1ccc(-n2c(SCC(=O)Nc3cccc(S(N)(=O)=O)c3)nc3ccccc32)cc1 returned MLL CXXC-DNA inh 14%, Rab9 promoter act -2%, ELG1 genotox -6%, RORg inh 40%, MBNL1 CUG block -14%, uPA surface inh -15%, BRCA1 expr act -96%[inhibitor], FLuc modulator 5%, NPC1 promoter act 2%, VP16 counter -18% and p53 reactivation -2%.
For CCc1cc2c(N3CCN(C(=O)c4ccco4)CC3)ncnc2s1 the results were MLL CXXC-DNA inh 2%, Rab9 promoter act -1%, ELG1 genotox -5%, RORg inh inconclusive, MBNL1 CUG block 3%, uPA surface inh -3%, BRCA1 expr act -24%, FLuc modulator -1%, NPC1 promoter act -10%, VP16 counter -7% and p53 reactivation -6%.
Screening Cc1cc(C)nc(NC(=S)Nc2ccc(F)cc2F)c1 returned MLL CXXC-DNA inh 4%, Rab9 promoter act 19%, ELG1 genotox 3%, RORg inh 0.71µM*, MBNL1 CUG block -1%, uPA surface inh 0%, BRCA1 expr act 0%, FLuc modulator 0%, NPC1 promoter act 16%, VP16 counter -30% and p53 reactivation -2%.
NC(=O)c1ccccc1NS(=O)(=O)c1ccc(F)cc1 was read as MLL CXXC-DNA inh -5%, Rab9 promoter act -6%, ELG1 genotox 1%, RORg inh 24%, MBNL1 CUG block -23%, uPA surface inh -3%, BRCA1 expr act 3%, FLuc modulator -2%, NPC1 promoter act -6%, VP16 counter 5% and p53 reactivation 0%.
Screening COc1ccc(C2C(C(=O)N3CCN(C)CC3)c3cc(OC)c(OC)cc3C(=O)N2C)cc1 (stereo not drawn) returned MLL CXXC-DNA inh inconclusive, Rab9 promoter act 8%, ELG1 genotox 2%, RORg inh -20%, MBNL1 CUG block -5%, uPA surface inh -1%, BRCA1 expr act 1%, FLuc modulator -2%, NPC1 promoter act -1%, VP16 counter inconclusive and p53 reactivation -6%.
For COc1ccc(C(CCNC(C)c2ccccc2)c2ccc(F)cc2)cc1 (stereo not drawn) the results were MLL CXXC-DNA inh inconclusive, Rab9 promoter act -3%, ELG1 genotox 2%, RORg inh -12%, MBNL1 CUG block -3%, uPA surface inh -10%, BRCA1 expr act -105%[inhibitor], FLuc modulator 0%, NPC1 promoter act 1%, VP16 counter inconclusive and p53 reactivation -12%.
For CCN(CC)CCNC(=O)CNC(=S)N(CCCN1CCOCC1)Cc1cccs1 the results were MLL CXXC-DNA inh -1%, Rab9 promoter act 8%, ELG1 genotox 1%, RORg inh 21%, MBNL1 CUG block 2%, uPA surface inh 3%, BRCA1 expr act -6%, FLuc modulator -2%, NPC1 promoter act 4%, VP16 counter 16% and p53 reactivation 0%.
For COC(=O)CN(c1ccc(OC)c(OC)c1)S(C)(=O)=O the results were MLL CXXC-DNA inh 11%, Rab9 promoter act -7%, ELG1 genotox -2%, RORg inh -20%, MBNL1 CUG block -12%, uPA surface inh 0%, BRCA1 expr act -12%, FLuc modulator 4%, NPC1 promoter act 0%, VP16 counter -3% and p53 reactivation 0%.
Screening COc1cc(OC)cc(C(=O)N2CCN(C(=O)c3cccc(F)c3)CC2)c1 returned MLL CXXC-DNA inh -2%, RORg inh -2%, MBNL1 CUG block -5%, uPA surface inh -1%, BRCA1 expr act 1%, FLuc modulator 1% and VP16 counter 9%.
Screening Cc1ccc2nc(N3CCC(C(=O)O)CC3)nc(-c3ccccc3)c2c1 returned MLL CXXC-DNA inh -2%, Rab9 promoter act 3%, ELG1 genotox 5%, RORg inh 14%, MBNL1 CUG block 17%, uPA surface inh 1%, BRCA1 expr act 3%, FLuc modulator 0%, NPC1 promoter act -3%, VP16 counter -11% and p53 reactivation -4%.
Screening O=C(Cc1ccccc1)Nc1ccc(N2CCN(Cc3ccccc3F)CC2)cc1 returned MLL CXXC-DNA inh 9%, Rab9 promoter act -1%, ELG1 genotox 1%, RORg inh inconclusive, MBNL1 CUG block 9%, uPA surface inh -7%, BRCA1 expr act -21%, FLuc modulator 3%, NPC1 promoter act 3%, VP16 counter inconclusive and p53 reactivation 0%.
Screening CCC(=O)NC(=S)Nc1ccc(NC(=S)NC(=O)c2ccccc2)cc1 returned MLL CXXC-DNA inh 5%, Rab9 promoter act -1%, ELG1 genotox 4%, RORg inh 3.2µM*, MBNL1 CUG block 4%, uPA surface inh -8%, BRCA1 expr act 20%, FLuc modulator 0%, NPC1 promoter act 0%, VP16 counter inconclusive and p53 reactivation 8%.
Cc1ccc(OCC(=O)Nc2cccc(S(=O)(=O)N3CCCCC3)c2)c([N+](=O)[O-])n1 was read as MLL CXXC-DNA inh 17%, Rab9 promoter act -1%, ELG1 genotox 4%, RORg inh 31%, MBNL1 CUG block inconclusive, uPA surface inh 4%, BRCA1 expr act -41%, FLuc modulator 1%, NPC1 promoter act 1%, VP16 counter -8% and p53 reactivation -5%.
Screening CCOc1ccc(CNn2cnnc2)cc1 returned MLL CXXC-DNA inh 28%, Rab9 promoter act 8%, ELG1 genotox 1%, RORg inh -10%, MBNL1 CUG block -3%, uPA surface inh 1%, BRCA1 expr act 2%, FLuc modulator 0%, NPC1 promoter act -2%, VP16 counter -6% and p53 reactivation 10%.
CC1(C)OC(c2ccccc2)=C/C(=C/C=N/NC(=O)c2ccncc2)O1 was read as MLL CXXC-DNA inh inconclusive, Rab9 promoter act -10%, ELG1 genotox -7%, RORg inh -2%, MBNL1 CUG block inconclusive, uPA surface inh 6%, BRCA1 expr act -43%, FLuc modulator -9%, NPC1 promoter act 1%, VP16 counter 5% and p53 reactivation 6%.
Cc1cccc(Cn2nc(-n3cccc3)c3c(C)cc(C)nc32)c1 was read as MLL CXXC-DNA inh 9%, Rab9 promoter act -3%, ELG1 genotox 0%, RORg inh -2%, MBNL1 CUG block 0%, uPA surface inh -2%, BRCA1 expr act -14%, FLuc modulator -19%, NPC1 promoter act -6%, VP16 counter 7% and p53 reactivation 3%.
Cc1ccc(S(=O)(=O)N(CC(=O)NC2CCCCCC2)c2ccccc2F)cc1 was read as MLL CXXC-DNA inh 3%, Rab9 promoter act -3%, ELG1 genotox -3%, RORg inh 11%, MBNL1 CUG block -9%, BRCA1 expr act 1%, FLuc modulator 5%, NPC1 promoter act -4%, VP16 counter -4% and p53 reactivation -2%.
For COc1ccc(C2c3c(oc4ccc(C)cc4c3=O)C(=O)N2c2cc(C)ccn2)cc1OC (stereo not drawn) the results were MLL CXXC-DNA inh 14%, Rab9 promoter act 2%, ELG1 genotox 1%, RORg inh 5%, MBNL1 CUG block 10%, FLuc modulator -4%, NPC1 promoter act -1%, VP16 counter -6% and p53 reactivation 4%.
Screening CCn1c(=O)cc(O)c2c(=O)n(C)c(=O)n(C)c21 returned MLL CXXC-DNA inh -6%, Rab9 promoter act 1%, ELG1 genotox 1%, RORg inh -11%, MBNL1 CUG block -12%, uPA surface inh 4%, BRCA1 expr act -1%, FLuc modulator -10%, NPC1 promoter act 0%, VP16 counter -10% and p53 reactivation 8%.
O=C(NC1CCC(CC2CCC(NC(=O)C(Cl)Cl)CC2)CC1)C(Cl)Cl (stereo not drawn) was read as MLL CXXC-DNA inh 34%[activator], Rab9 promoter act 1%, ELG1 genotox -4%, RORg inh -32%[1.91 µM], MBNL1 CUG block 1%, uPA surface inh 4%, BRCA1 expr act 2%, FLuc modulator 0%, NPC1 promoter act 1% and VP16 counter 3%.
COCCNC(=O)CNC(c1ccccc1)c1ccccc1 was read as MLL CXXC-DNA inh -17%, Rab9 promoter act -6%, ELG1 genotox -2%, RORg inh 14%, MBNL1 CUG block -4%, FLuc modulator -1%, NPC1 promoter act -4%, VP16 counter -10% and p53 reactivation 1%.
For O=C(O)c1ccc(S(=O)(=O)N(Cc2ccccc2)C2CCCCC2)cc1 the results were MLL CXXC-DNA inh -8%, Rab9 promoter act -7%, ELG1 genotox -3%, RORg inh -5%, MBNL1 CUG block -4%, uPA surface inh -7%, BRCA1 expr act -17%, FLuc modulator -1%, NPC1 promoter act -3%, VP16 counter 8% and p53 reactivation -5%.
For CCC(CC)C(=O)Nc1ccc(C)c(O)c1 the results were MLL CXXC-DNA inh 0%, Rab9 promoter act 2%, ELG1 genotox 0%, RORg inh 15%, MBNL1 CUG block 4%, uPA surface inh 3%, BRCA1 expr act -2%, FLuc modulator -1%, NPC1 promoter act 1%, VP16 counter -5% and p53 reactivation -7%.

Screening results deposited in PubChem by National Center for Advancing Translational Sciences (NCATS).
